Compound activity as filed in PubChem BioAssay.
Hsp70 act – Hsp70 transcriptional activation, primary screen; HeLa Hsp70 promoter luciferase reporter, luminescence; scaled: vehicle 0, proteasome-inhibitor control 100%; activation, % at 10 µM; 0.04% of 200,000 active; AID 1203;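 active means activation above the mean across all tested compounds plus 3 SD, cutoff set per campaign, cut at about 5.5% in these data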;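 further: 100% = MG132 at 30 µM as the positive control and 0% = DMSO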
G6PDH counter – L. mesenteroides G6PDH inhibition counter-screen; AID 1020; 0.12% of 200,000 active; Purified L. mesenteroides G6PDH, diaphorase/resazurin coupled fluorescence, 45 min; inhibition, % at 5 µM
PMI act – activators of human phosphomannose isomerase; P34949; purified human PMI, coupled resazurin fluorescence, 20 min; hits give high values; 1 = vehicle control, 0 substrate-free wells; AID 1214; 0.005% of 190,000 active; activation factor at 20 µM;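 active means activation factor of 2 or more at 20 µM, relative to plate controls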
Target sequence (P34949 whole entry, looked up): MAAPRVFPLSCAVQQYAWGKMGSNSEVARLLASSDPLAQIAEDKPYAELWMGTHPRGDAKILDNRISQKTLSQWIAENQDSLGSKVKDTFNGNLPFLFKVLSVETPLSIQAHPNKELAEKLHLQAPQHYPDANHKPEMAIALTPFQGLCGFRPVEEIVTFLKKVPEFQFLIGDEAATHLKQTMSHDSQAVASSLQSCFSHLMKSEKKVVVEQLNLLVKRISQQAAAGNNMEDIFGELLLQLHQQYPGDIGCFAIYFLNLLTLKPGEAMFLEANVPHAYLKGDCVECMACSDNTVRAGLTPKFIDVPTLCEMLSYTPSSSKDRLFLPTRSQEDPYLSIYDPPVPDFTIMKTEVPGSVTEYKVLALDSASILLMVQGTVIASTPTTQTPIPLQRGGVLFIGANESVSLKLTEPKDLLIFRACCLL
Diaph inh CS – diaphorase inhibition or chemical oxidation counter-screen; inhibition, % at 20 µM; diaphorase resazurin-to-resorufin fluorescence, NADH, 16 min; bacterial (C. kluyveri) enzyme, not human; 0.69% of 190,000 active; AID 1217;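 active means primary screen inhibition at 20 µM above a set limit, cut at about 50% in these data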;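 further: plate controls were DMSO with full reaction for no effect and wells lacking NADH for full effect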
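Test system: Clostridium kluyveri diaphorase enzyme / Quantity: diaphorase at 0.14 U/mL in enzyme working solution / Incubation: 16-min room-temperature incubation before reading / Benchmarks: NADH-free wells as positive control, DMSO-only neutral wells / Signal: resorufin fluorescence 544/590 nm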
Redox H2O2 prof – compounds producing H2O2 with reducing agent – biochemical, NIH compound library profiling, artefact control for MLSCN library redox annotation, primary screen; DTT-dependent redox cycling H2O2, phenol red/HRP absorbance; 100% = 100 µM peroxide control, 0% = buffer; activation, % at 10 µM; 0.03% of 200,000 active;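 active means activation of at least 50% relative to the plate's high and low controls in the primary single-dose screen; inactive means activation below 50%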;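 further: compound incubated with DTT at 0.8 mM final as the reducing agent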
Lmaj promast – reduces viability of Leishmania major promastigotes. resazurin fluorescence viability. inhibition, % at 10 µM. 9% of 200,000 active;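 further: promastigotes grown with compound for 44 hours at 28 °C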
TLR4-MyD88 BLA – inhibitors of human TLR4-MyD88 binding; AID 861; 0.18% of 200,000 active; inhibition, % at 8.4 µM; O00206+Q99836; HeLa CL3-4 TLR4/MyD88 BLA complementation, FRET ratio; in the data active means inhibition above about 25%;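 further: 0% = vehicle and 100% = reference inhibitor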
Diaph act CS – diaphorase activation or chemical reduction counter-screen; Diaphorase/resazurin coupled assay, resorufin fluorescence, 16 min; hits give high values; 1 = vehicle wells, 0 = NADH-free wells; activation factor at 20 µM; 0.005% of 190,000 active;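 active means diaphorase activity raised at least twofold by the compound at 20 µM; inactive means activation factor below 2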
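Material: Clostridium kluyveri diaphorase, purified enzyme; Quantity: enzyme 0.07 U/mL final; Medium: HEPES pH 7.4 buffer with MgCl2 and Tween 20; Dosing: single compound dose of 20 µM, 1% DMSO final; Schedule: 16 min reaction at room temperature; Measured by: red resorufin fluorescence at 544/590 nm excitation/emission.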
PMI act hi M6P – increases human PMI activity with near-saturating mannose 6-phosphate | P34949 | coupled PMI enzyme assay, resazurin fluorescence, 20 min; hits give high values; 1 = untreated enzyme, 0 = substrate-free blank | activation factor at 20 µM | 0.34% of 190,000 active | AID 1216;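 active means activation factor of 2 or more at 20 µM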
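Material: human phosphomannose isomerase with PGI, G6PDH, diaphorase coupling enzymes. Quantity: 15 ng/mL PMI. Medium: HEPES pH 7.4 buffer with MgCl2 and Tween-20. Reagent: Near-saturating mannose-6-phosphate, 1.0 mM. Compound: 20 µM single dose. Times: enzyme reaction with compound 20 min at room temperature. Detection: resorufin fluorescence at Ex 544/Em 590 nm.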
RAM inhibit – yeast RAM network inhibition. S. cerevisiae dse1pr::URA3 reporter, 5-FOA growth OD615, 2 d; analog-sensitive cbk1-as2 kinase mutant strain. inhibition, % at 50 µM. 1.8% of 190,000 active;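 active means inhibition above a set limit, 3 SD over mean compound inhibition, cut at about 8.4% in these data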;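 further: 0% = DMSO-only wells with no growth and 100% = 10 µM 1-NA-PP1 full growth; inhibition rescues growth on 5-FOA so higher OD means more RAM inhibition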
S1P3 antagonist – antagonists of human S1P3 receptor; Q99500; CHO S1P3 NFAT-BLA reporter, FRET fluorescence, antagonist mode; inhibition, % at 4.98 µM; 0.27% of 170,000 active;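 active means inhibition above the plate cutoff, the mean inhibition of test wells on that plate plus 3 SD, cut at about 28% in these data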;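 further: cells challenged with S1P at its EC80 of 0.8 µM; blue over green emission ratio from cleaved BLA substrate after 4 h stimulation; 0% = S1P-stimulated wells and 100% = unstimulated DMSO-only wells; some compounds past the cut are filed as inactive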
Target sequence (Q99500 whole entry, looked up): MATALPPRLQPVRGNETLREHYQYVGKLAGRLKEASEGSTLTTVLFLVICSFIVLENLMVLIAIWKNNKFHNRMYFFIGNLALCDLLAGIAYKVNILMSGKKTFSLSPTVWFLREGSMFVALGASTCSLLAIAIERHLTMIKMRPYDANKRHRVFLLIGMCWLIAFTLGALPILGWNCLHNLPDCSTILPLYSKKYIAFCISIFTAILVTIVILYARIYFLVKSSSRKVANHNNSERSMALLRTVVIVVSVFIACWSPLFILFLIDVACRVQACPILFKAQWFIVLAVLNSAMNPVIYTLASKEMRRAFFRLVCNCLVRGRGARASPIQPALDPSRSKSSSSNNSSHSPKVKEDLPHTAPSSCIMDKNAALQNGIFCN
Numbers without * were called inactive; . = no result given. Unless noted, no stated cut-off is given here; in the data, active means inhibition above about 50%; inactive means the rest.

Molecule	PMI act hi M6P	Hsp70 act	TLR4-MyD88 BLA	Lmaj promast	G6PDH counter	S1P3 antagonist	PMI act	Diaph act CS	RAM inhibit	Diaph inh CS	Redox H2O2 prof
Cn1c(N2CCN(C(=O)NC34CC5CC(CC(C5)C3)C4)CC2)nc2ccccc21	1.1	-0.1	-9	-6	4	.	1.1	1	1.5	0	0.6
COc1cccc(OCCCn2cc(/C=C3/C(=N)N4C=C(C)SC4=NC3=O)c3ccccc32)c1	0.9	-0.5	-1	95*	21	10	0.9	0.9	4.8	12	0.0
CC1CC1c1ccc(/C=C(\C#N)C(=O)Nc2cccc(Cl)c2Cl)o1 (stereo not drawn)	1	-0.2	-17	-4	-18	-12	0.8	0.9	-1.0	8	1.0
NS(=O)(=O)c1ccc(NCc2ccccc2OCc2ccc(F)cc2)cc1	1	-0.3	8	31	0	.	1	0.8	4.8	22	-3.8
COC(=O)c1sc(NC(=O)COc2cccc(C)c2)nc1C	1	-0.4	0	-5	-2	1	1	0.9	2.5	15	0.0
CCN(CC)CCNC(=O)c1ccc(NC(C)=O)cc1	0.8	-0.3	-5	15	22	2	0.9	0.9	-1.7	13	0.1
c1cncc(COC2CCCN(Cc3nc(-c4cccs4)no3)C2)c1 (stereo not drawn)	0.9	-0.1	-11	6	8	-17	0.8	0.8	0.4	21	0.5
Cc1ccc(C(=O)NC(=O)CSc2ncccc2C(=O)O)cc1	1.3	0.1	11	0	3	-2	1.5	0.9	1.4	6	-1.8
CC1(C)Cc2ccccc2-c2nc(-c3ccccc3)oc(=O)c21	1	0.0	9	-4	7	.	1	0.8	5.8	18	0.2
COc1ccc2nc(Nc3nc4cc5c(cc4s3)OCO5)sc2c1	1	2.5	-11	55*	3	-21	1.1	1	4.2	-3	0.3
COc1ccc(CN2CCNC(=O)C2CC(=O)NC2Cc3ccccc3C2)c(OC)c1 (stereo not drawn)	0.9	-0.2	12	-6	6	-2	1	0.9	0.4	7	-0.9
O=C(COC(=O)CCc1ccc(S(=O)(=O)N2CCOCC2)cc1)NC(=O)NC1CCCCC1	0.9	0.0	-5	-1	3	18	0.9	1	1.1	0	-1.3
COc1cc(/C=N/NC(=O)c2cccc([N+](=O)[O-])c2)ccc1OCc1ccccc1	1.1	0.2	-6	-5	2	.	1.1	0.9	3.3	9	2.2
O=C(O)CCCC(=O)Nc1ccc(C(=O)NCc2cccnc2)cc1	1	0.0	-6	-8	14	-12	1	1.1	-0.6	-5	2.4
O=C(CN(C(=O)c1ccccc1Cl)N1C(=O)C2C3C=CC(C3)C2C1=O)c1cccs1 (stereo not drawn)	0.9	-0.1	-8	-1	0	-16	0.9	0.8	6.3	18	0.0
COc1cc(CN2CCN(c3ccccc3C)CC2)cc([N+](=O)[O-])c1O	0.9	-0.4	6	7	4	5	1	0.8	-0.1	19	-0.2
CCn1c2c(c3cc(Br)ccc31)CCC/C2=N\O	0.9	-0.1	3	19	-2	-4	0.8	0.8	1.1	21	0.8
CCN(c1ccccc1)c1ncnc2c1cnn2-c1ccccc1	0.8	0.6	-2	-2	7	-5	0.9	0.7	3.1	29	-0.9
O=C1CCC(C(=O)OCc2ccccc2)N1 (stereo not drawn)	0.9	-0.1	2	-6	5	.	0.9	0.9	2.6	12	0.2
CSc1ncc(Cl)c(C(=O)Nc2nnc(SC)s2)n1	1	0.2	-7	-9	-3	-13	1	0.9	3.2	9	3.1
c1ccc(-c2nnc(-c3ccccc3)c(-c3c[nH]c4ccccc34)n2)cc1	1.1	-0.1	-4	-1	1	.	1.1	0.9	6.1	7	7.0
COc1ccc2[nH]c(=O)c(CN(CCO)C(=O)NCc3ccccc3)cc2c1	1	-0.4	-8	2	0	.	0.9	1	-1.2	4	0.2
O=C(COn1nnc2ccc(Cl)cc21)Nc1ccc(F)cc1	1	-0.4	8	10	0	-14	1	0.9	3.1	7	0.0
O=C(NNC(=S)Nc1ccc(F)cc1)C1CC1c1ccc(Cl)cc1 (stereo not drawn)	0.8	-0.1	-4	-7	11	4	0.9	0.8	0.4	17	-0.8
O=C(NCCc1ccccc1)c1ccc(Cl)nc1	1.1	0.0	4	-3	-3	.	1.1	1	2.1	1	-0.6
Cc1occc1C(=O)NNC(=O)C1CC1	0.9	-0.1	0	2	3	-14	1	0.9	-0.5	14	-2.4
COc1ccccc1N1CCN(C(=O)C2CC=CCC2C(=O)O)CC1 (stereo not drawn)	0.8	-0.2	6	-12	3	-32	0.8	0.8	0.4	16	3.5
CCCCc1cc(=O)oc2cc(C)cc(OCc3nn[nH]n3)c12	1	-0.4	-13	-7	12	11	1.1	0.9	2.3	9	2.7
CC(C)C(=O)Nc1cc(=O)[nH]c2ncnn12	1	0.1	7	0	3	-33	1.1	0.9	0.0	8	0.1
COc1cccc(CNn2cnnc2)c1OCc1ccc(F)cc1	0.9	0.2	6	1	5	0	0.8	0.8	0.9	17	-0.2
O=C1CC(c2c(F)cccc2Cl)C2=C(COC2=O)N1 (stereo not drawn)	0.9	-0.1	1	-8	7	.	1	0.9	-0.2	7	1.6
O=C(CS(=O)CC(=O)Nc1cccc2c1CCCC2)Nc1ccc(F)cc1 (stereo not drawn)	0.9	-0.2	9	-5	5	-19	0.8	0.8	6.7	21	2.6
O=C1NN(c2ccccc2)C(=O)/C1=C/c1ccc(-c2ccc(Cl)c(C(=O)O)c2)o1	1.1	-0.4	17	-2	4	3	1.3	0.7	2.4	28	-1.1
Cc1ccccc1NC(=O)CN(C)S(=O)(=O)c1cccc2cccnc12	0.9	-0.4	7	4	0	-22	1	0.9	1.5	15	-1.0
O=C(NCc1cccnc1)c1cccc(Cl)c1	0.9	-0.4	1	-7	2	-36	0.9	0.9	0.5	11	1.6
CC(C)C(C(=O)NCc1ccco1)N(C(=O)CNS(=O)(=O)c1ccc(Cl)cc1)C1CCCC1 (stereo not drawn)	1.1	0.2	17	89*	13	14	1	0.9	1.0	11	-0.3
CN(C)CC(=O)N1c2ccccc2Sc2ccc(Cl)cc21	1	-0.4	-22	0	14	-3	1	0.9	0.6	11	1.7
CC(c1ccccc1)n1cc(C(=O)NCCCn2ccnc2)nn1 (stereo not drawn)	1	0.1	-4	1	2	.	1	1	2.8	5	2.0
CC(C(=O)NCCC1=CCCCC1)N1C(=O)c2ccccc2C1=O (stereo not drawn)	1	-0.2	-4	-7	-1	2	1.1	1.1	0.3	-8	2.1
COc1cccc(CNCc2ccccn2)c1OC	1	0.2	-4	6	-9	-8	1	1.1	1.1	-6	2.4
Cc1nn(-c2ccccc2)c2c1C(c1ccc(Br)s1)C(C#N)=C(N)O2 (stereo not drawn)	1	-0.4	-7	81*	3	-8	1.1	0.7	3.5	26	0.2
COc1cc(C)ccc1OCCOCCOc1cc(C)c(C)cc1Br	0.9	-0.3	3	-2	14	7	0.9	0.9	-0.1	9	0.8
Cc1noc(C)c1CSc1nc2cc(S(=O)(=O)N3CCOCC3)ccc2o1	0.8	-0.1	12	5	-2	9	0.5	0.8	0.9	20	0.2
Cc1ccccc1OCC(=O)Nc1cc(S(=O)(=O)N2CCCCC2)ccc1N1CCN(C)CC1	1	-0.1	-10	46	-4	11	1	1	2.6	1	0.0
Cc1ccc(S(=O)(=O)NCc2ccc(C(=O)N3CCc4ccccc4C3)cc2)cc1	1	-0.4	-17	10	-10	1	0.9	0.9	5.9	12	-0.6
Cc1cc(C(=O)O)c2ccccc2n1	1	-0.4	-3	-4	5	.	0.9	0.9	1.9	13	0.1
CN(c1cccc(NC(=O)CN(c2cccc(Cl)c2)S(=O)(=O)c2ccc(Cl)cc2)c1)S(C)(=O)=O	0.9	-0.3	-6	72*	-1	0	0.9	0.8	6.1	23	0.5
Cc1ccc(C(=O)/C=C/c2c[nH]c3ccccc23)cc1	0.5	1.1	25	4	5	.	0.8	0.7	6.3	28	0.9
Cn1c(C(=O)O)c(C=O)c2ccccc21	1.2	-0.1	-1	-8	1	3	1.2	0.9	0.0	9	0.1
NNc1nccc(Nc2ccccc2C(=O)O)n1	1	-0.3	-19	-8	-17	-11	1.1	0.9	1.4	13	-0.1
O=C(NCC12CC3CC(CC(C3)C1)C2)c1nn2c(c1Cl)NC(c1ccco1)CC2C(F)(F)F (stereo not drawn)	1.1	0.2	-1	36	6	20	1.1	1	0.5	-3	0.4
CCN1C(=O)c2ccccc2S(=O)(=O)c2ccc(C(=O)N3CCOCC3)cc21	0.9	-0.1	-3	-1	1	.	0.9	0.8	1.2	17	-1.1
Cc1ccc(S(=O)(=O)N2CCOCC2)cc1NC(=O)CSc1nnc(N)s1	1.1	-0.1	-4	-5	7	-14	1.1	0.9	2.1	7	-1.7
S=C(Nc1ccc(Cl)cc1)N1CCN(C2CCCCC2)CC1	1	-0.2	2	81*	11	.	1	1	1.7	4	-6.8
CC(NC(=O)CCCN1C(=O)c2ccccc2C1=O)c1ccc2c(c1)CCCC2 (stereo not drawn)	1	-0.3	-1	-13	-4	.	0.9	1	2.3	0	0.7

Looked up above:
`CN(c1cccc(NC(=O)CN(c2cccc(Cl)c2)S(=O)(=O)c2ccc(Cl)cc2)c1)S(C)(=O)=O` in Diaph act CS is listed with 0.8
`CSc1ncc(Cl)c(C(=O)Nc2nnc(SC)s2)n1` in Diaph act CS is listed with 0.9
`COc1ccc2nc(Nc3nc4cc5c(cc4s3)OCO5)sc2c1` in Hsp70 act is listed with 2.5
`CC(NC(=O)CCCN1C(=O)c2ccccc2C1=O)c1ccc2c(c1)CCCC2` (stereo not drawn) in G6PDH counter is listed with -4

Retrieved by compound from the entries so far, 2 records:
Molecule	PMI act hi M6P	Hsp70 act	TLR4-MyD88 BLA	Lmaj promast	G6PDH counter	S1P3 antagonist	PMI act	Diaph act CS	RAM inhibit	Diaph inh CS	Redox H2O2 prof
Cc1nn(-c2ccccc2)c2c1C(c1ccc(Br)s1)C(C#N)=C(N)O2 (stereo not drawn)	1	-0.4	-7	81*	3	-8	1.1	0.7	3.5	26	0.2
O=C(NCC12CC3CC(CC(C3)C1)C2)c1nn2c(c1Cl)NC(c1ccco1)CC2C(F)(F)F (stereo not drawn)	1.1	0.2	-1	36	6	20	1.1	1	0.5	-3	0.4
